# NOD2-RIPK2 inh: NOD2-RIPK2 protein interaction inhibition | O43353 | CHO BLA complementation NOD2-RIPK2, CCF4 ratio | inhibition, % at 4.98 µM | hit rate 0.38% among 360,000 | AID 624267; in the data active = inhibition above about 21%;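 note: 0% = vehicle only and 100% = reference blocker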
# Vif inh: HIV Vif inhibition. hit rate 0.35% among 340,000. HEK293T cells, Vif self-association by quenched fluorescence, imaging, 24 h. inhibition, % at 7.49 µM; in the data active = inhibition above about 50%, passing the limit was not always enough; note: some results filed as inactive read as strong as hits
# SRC2 inh: inhibits human steroid receptor coactivator 2; AID 651957; hit rate 0.17% among 370,000; inhibition, % at 9 µM; HEK293 GAL4-SRC2 luciferase reporter, luminescence; Q15596;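 active = inhibition above the mean inhibition of all tested compounds plus 3 SD, set per campaign, cut at about 52% in these data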;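 note: 0% = DMSO treated cells and 100% = cells given Gossypol at 36 µM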
# TLR9-MyD88 block: blocks human TLR9 binding to MyD88; inhibition, % at 4.98 µM; hit rate 0.21% among 340,000; CHO BLA complementation TLR9-MyD88, CCF4 FRET ratio;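 active = inhibition above the mean over all tested compounds plus 3 SD, cut at about 21% in these data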;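 note: 0% = DMSO only wells and 100% = clavulanate BLA inhibitor control wells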
# LMP1 NFkB inh: inhibitors of Epstein-Barr LMP1-induced NF-kappaB reporter. LMP1-induced NF-kappaB luciferase reporter cells, luminescence. inhibition, % at 12.5 µM. hit rate 0.69% among 350,000; in the data active = inhibition above about 41%;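 note: 0% = neutral control wells and 100% = reference inhibitor control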
# SRC3 inh: inhibitors of human steroid receptor coactivator 3 (SRC3) | hit rate 0.17% among 360,000 | HEK293 GAL4-SRC3 luciferase reporter, luminescence | Q9Y6Q9 | inhibition, % at 3.6 µM;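 active = inhibition above a per-campaign cutoff, the mean of all compounds plus 3 SD, cut at about 60% in these data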;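 note: 0% = DMSO-treated cells and 100% = gossypol-treated cells at 36 µM; higher means less SRC3-driven luciferase light from the GAL4 reporter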
# TRAIL sens C8: caspase-8 TRAIL sensitization. hit rate 1% among 360,000. inhibition (viability loss, TRAIL sensitization), % at 10 µM. AID 624354. NB7+C8 cells + TRAIL, ATPlite viability luminescence;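 active = compounds causing at least 50% loss of cell viability in the single-dose screen, relative to plate controls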
# TROY NFkB inh: TROY signaling inhibition; Q293 LMP1-TROYcd NF-kB luciferase reporter, 4 h; inhibition, % at 10 µM; hit rate 0.98% among 360,000; AID 1347056;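 active = compounds whose plate-normalised and pattern-corrected inhibition of the luciferase reporter signal at the single screening dose is 50% or more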
# LRH-1 inv ag: suppresses constitutive activity of human LRH-1; O00482; inhibition, % at 3.6 µM; AID 602396; hit rate 0.13% among 360,000; HEK293T StAR-luciferase reporter, LRH-1 transfected, 24 h;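 active = inhibition above the mean inhibition of all tested compounds plus 3 SD, cut at about 73% in these data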;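 note: 0% = DMSO wells and 100% = reporter-only cells lacking LRH-1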
# Target sequence (O00482 whole entry, looked up): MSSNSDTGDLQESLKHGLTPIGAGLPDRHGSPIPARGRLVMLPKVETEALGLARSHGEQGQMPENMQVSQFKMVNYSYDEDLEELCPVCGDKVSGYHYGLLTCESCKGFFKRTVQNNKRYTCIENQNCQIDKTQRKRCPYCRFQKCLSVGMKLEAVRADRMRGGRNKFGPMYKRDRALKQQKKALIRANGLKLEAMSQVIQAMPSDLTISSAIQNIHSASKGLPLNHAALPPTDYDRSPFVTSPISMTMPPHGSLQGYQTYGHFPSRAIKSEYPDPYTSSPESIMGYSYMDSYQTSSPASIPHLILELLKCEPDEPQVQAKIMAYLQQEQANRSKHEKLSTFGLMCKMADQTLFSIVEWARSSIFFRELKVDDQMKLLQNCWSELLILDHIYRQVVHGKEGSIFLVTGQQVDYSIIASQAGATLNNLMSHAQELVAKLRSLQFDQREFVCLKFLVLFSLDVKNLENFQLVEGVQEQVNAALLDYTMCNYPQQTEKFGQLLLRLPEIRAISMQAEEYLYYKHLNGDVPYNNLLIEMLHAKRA
# NR2F2 inh: blocks human COUP-TFII nuclear receptor. P24468. HEK293T NGFI-A luciferase reporter, luminescence. inhibition, % at 8.6 µM. hit rate 0.7% among 370,000;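 active = inhibition above a per-plate cutoff, mean inhibition of test wells between control levels plus 3 SD, cut at about 38% in these data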;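 note: cells cotransfected with COUP-TFII expression vector driving the NGFI-A reporter; 0% = median of COUP-TF2 test wells and 100% = reporter-only cells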
# NCOA1 inh: inhibits human SRC1 coactivator; hit rate 0.12% among 360,000; inhibition, % at 3.6 µM; HEK293 GAL4-SRC1 luciferase reporter, luminescence;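 active = inhibition above the campaign mean plus 3 SD, with each screening campaign given its own cutoff, cut at about 60% in these data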;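 note: 0% = DMSO treated cells and 100% = gossypol at 36 µM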
# The depositor's hits bear a star; / = not tested or not shown. These rows are one share of the data. The share of hits here may be higher or lower than overall.
SMILES,NOD2-RIPK2 inh,Vif inh,SRC2 inh,TLR9-MyD88 block,LMP1 NFkB inh,SRC3 inh,TRAIL sens C8,TROY NFkB inh,LRH-1 inv ag,NR2F2 inh,NCOA1 inh
Cn1c(=O)c2[nH]c(CCCc3nc4ccccc4[nH]3)nc2n(C)c1=O,5,15,-10,-3,-6,-4,-11,7,-12,13,-16
CCc1nnc(NC(=O)CSc2nc3cc4c(cc3cc2CC)OCCO4)s1,-8,5,-6,-3,-12,5,1,11,14,-4,3
COc1ccc(N2CC(C(=O)NCc3cccnc3)CC2=O)cc1 (centres undefined),6,-11,-4,1,-7,-4,-13,/,-60,-16,-4
Nc1ccc(-c2cnc(N)c(C(=O)c3cccnc3)n2)cn1,-10,-9,/,8,67*,70*,21,25,52,/,69*
CCc1ccc(C2=NNC(=Nc3cccc(S(=O)(=O)N(C)C)c3)SC2)cc1,-1,-13,24,2,-3,14,71*,28,22,41*,11
CC1CC(CC(=O)Nc2nc(-c3ccccc3)cs2)C(=O)O1 (centres undefined),-1,-2,12,1,3,5,-7,-42,10,4,-14
Cc1ccc(CN(CC(=O)NCCc2ccccc2)C(=O)c2csnn2)cc1,-6,9,29,1,-6,2,-16,12,23,12,13
COCCN1CCN(C(=O)c2ccc3oc(CCCc4ccccc4)nc3c2)CC1,0,2,-37,1,-15,-32,5,10,-50,-23,-52
Cc1ccn2c(CNC(C)c3cn(C)nc3C)c(C(=O)N3CCCCCC3)nc2c1 (centres undefined),0,0,-14,5,3,-6,-10,4,-5,-10,-2
O=C(N/N=C/c1ccc2c(c1)OCO2)c1ccccn1,-11,15,-43,0,27,-68,73*,39,-130,-10,-110
CCOC(=O)/C(C#N)=C/C1=C(N2CCOCC2)C(C)(C)OCC1,0,17,0,0,-5,12,13,-27,-1,6,0
Cc1ccc2nc(-c3ccc4c(c3)OCCO4)cc(C(=O)O)c2c1,4,-7,4,-2,7,-14,42,2,-8,-14,-32
Cc1ccc(C)c(N2CCN(C3CCCC(C)C3)CC2)c1 (centres undefined),1,24,-1,1,11,5,17,9,6,0,5
Cc1cc(Cl)ccc1C(=O)C1CCCN(C(=O)c2cccnc2C)C1 (centres undefined),-11,-2,30,2,/,-5,0,6,1,1,10
Cc1ccc(S(=O)(=O)Nc2cccnc2Oc2ccc(Cl)cc2)cc1,-5,-2,-11,-1,-1,26,14,-2,-10,-8,4
CNC(=O)CN(c1ccc(C(C)C)cc1)S(C)(=O)=O,-13,-3,-16,-7,4,3,2,-4,-2,4,15
O=C(COC(=O)c1ccccc1)Nc1ccccc1N1CCOCC1,-2,-3,1,-2,1,-9,2,/,-4,7,-1
CCOC(=O)/C=C/c1ccc2c(c1)S(=O)(=O)N(Cc1ccc(OC)cc1)[C@H]2CC(=O)OCC,10,-1,10,-5,3,-6,26,-50,11,-6,3
COC(=O)[C@]1(Cc2ccccc2)N[C@H](CN(C)S(=O)(=O)c2ccc(C)cc2)[C@@H]2C(=O)N(Cc3ccccc3)C(=O)[C@@H]21,6,-6,19,1,22,1,11,-10,9,-4,-2
Cn1cc(SCC(=O)NCC2CCCO2)c2ccccc21 (centres undefined),6,0,0,-8,85*,1,-2,5,-4,4,-78
CC1CCCCN1c1nc2nonc2nc1N1CCCCC1C (centres undefined),-3,3,-13,-3,-13,20,-8,1,-2,1,-32
CC1(c2ccccc2)NC(=O)N(CC(=O)NCc2cccc(Cl)c2)C1=O (centres undefined),7,-5,6,-14,-8,-7,2,-8,9,15,4
COc1ccc(S(=O)(=O)N2CCc3ccccc3C2)cc1C(=O)O,-6,-7,-18,3,-4,-2,-26,-13,7,18,-2
O=[N+]([O-])c1ccc(/C=N/Nc2nc3ccccc3o2)cc1,3,-2,-38,-11,-15,-36,8,-35,-26,-16,-24
Cc1cccc(NC(=O)c2nc[nH]c2C(=O)NCCCCNC(=O)c2[nH]cnc2C(=O)Nc2cccc(C)c2)c1,8,-3,-9,3,-2,-1,36,5,5,-7,0

# Further records
SMILES,NOD2-RIPK2 inh,Vif inh,SRC2 inh,TLR9-MyD88 block,LMP1 NFkB inh,SRC3 inh,TRAIL sens C8,TROY NFkB inh,LRH-1 inv ag,NR2F2 inh,NCOA1 inh
CN(CCCNC(=O)c1nn(C)c2c1CS(=O)(=O)c1ccccc1-2)Cc1ccccc1,-15,-7,-24,-1,-12,-27,5,9,10,2,-6
CC(C)c1ccc(C(=O)NC(=S)NCc2cccnc2)cc1,5,-1,-25,-6,-10,6,19,-13,25,2,-13
CCOC(=O)c1sc(NC(=O)c2ccc(C)s2)cc1C,3,2,-80,-4,-69,-46,48,-43,-123,-37,-85
CSc1nc(NCC(C)C)c2c3c(sc2n1)CN(C)CC3,-11,-17,13,-5,2,6,3,10,-15,-8,-17
COCCCN1C(=O)c2ccc(C(=O)N3CCN(c4ccccc4OC)CC3)cc2C1=O,-3,-1,-3,-3,-1,1,-4,-13,-9,-15,-23
CCN(CC)C(=O)[C@H]1C[C@H](CC(=O)NCc2ccco2)C(=O)N2CCc3c([nH]c4ccc(Cl)cc34)[C@]12C,1,/,1,-11,2,2,-15,-2,2,7,18
Cc1cc(C)nc(SCC(=O)OCC(=O)Nc2ccccc2)n1,5,3,-21,-1,-5,-23,-18,-16,-14,12,-4
CC(Sc1nncs1)C(=O)NCc1ccc2c(c1)OCO2 (centres undefined),-17,-4,1,-11,-16,8,-3,-21,-22,6,-6
Cc1cccc(C(=O)N2CCCC(N3CCN(Cc4ccc5c(c4)OCO5)CC3)C2)n1 (centres undefined),-19,2,-9,-6,-3,10,6,-14,2,2,-8
CCn1c(NC(=O)C(C)C)c(-c2ccccc2)c(=O)c2ccccc21,-14,3,-8,/,/,8,10,-5,0,-1,14
OCC[C@H]1C[C@H](O)[C@@H](O)[C@]2(OCCc3ccccc32)O1,-10,-12,-10,-2,-1,-1,1,-4,24,-3,-5
COCCCNC(=O)C[C@@H]1C[C@@]2(C(=O)OC)CC(C)(C)CC=C2N(CCc2ccc(OC)c(OC)c2)C1=O,-2,/,-12,/,/,/,-9,/,-6,4,/
Nc1cccc(C(=O)NCCNC(=O)c2cccc(N)c2)c1,5,/,-17,-10,3,20,6,7,6,13,1
COc1cc(NC(=O)CNc2cccc(S(=O)(=O)N3CCCC3)c2)cc(OC)c1,9,-14,4,-4,11,-8,-5,-12,-14,24,4
Cc1cc(C)cc(NC(=O)CN2CCN(CCN=CC3=C(O)CC(c4ccc(Cl)cc4)CC3=O)CC2)c1 (centres undefined),4,0,-5,3,1,15,-5,14,-1,25,1
COc1ccccc1C=NN=C1c2ccccc2-c2ccccc21,10,4,-15,-3,7,-26,0,-14,-5,12,-1
CC(CN1CCOCC1)OC(=O)Cc1ccc(Cl)cc1 (centres undefined),-6,-3,-14,14,-4,12,-10,-10,12,-6,-3
O=C(CNC(=O)OCc1ccccc1)NC1CCCCCCC1,-16,4,-11,-6,0,12,6,-12,-6,7,-1
CC12CCC(C(=O)NNC(=O)c3ccc(F)cc3)(OC1=O)C2(C)C (centres undefined),6,/,23,-5,-4,-8,-7,9,-5,14,-16
CC(NC(=O)c1ccccc1)C(=O)OCC(=O)c1c(N)n(C)c(=O)n(C)c1=O (centres undefined),-9,22,-8,-4,1,6,-12,1,6,2,-5
Nc1cc(=O)[nH]c(=O)n1Cc1ccco1,4,3,5,-2,-2,-3,11,6,1,1,2
Cc1ccccc1S(=O)(=O)NC(=O)C1(C)CCN1C(=O)CCc1ccccc1 (centres undefined),-3,1,-4,/,/,2,10,6,17,3,3
Cc1ccc(OCc2cc(C(=O)NCc3cn4ccccc4n3)no2)cc1C,-9,5,12,4,6,-5,13,-6,-12,-3,-19
COc1cc(C(=O)Oc2ccc3ccc(O)cc3c2)cc(OC)c1OC,-4,-1,-18,5,5,0,-13,-23,7,-5,-5
COc1ccc(S(=O)(=O)N2CCC(C(=O)NCc3ccco3)CC2)cc1,-10,1,-23,-1,-7,7,10,2,11,-12,1
COc1ccc(NC(=O)CN(C)C(=O)c2cccc(S(=O)(=O)Nc3ccc(OC)cc3)c2)cc1,5,-6,11,1,2,24,4,-21,9,-2,1
COC(=O)CSc1nnc(SCc2ccc(OC)cc2)s1,-7,8,16,-10,-6,13,7,29,12,18,-10
O=[N+]([O-])c1ccc2c(c1)nc1n2CCN(c2ccccc2)C1,3,-6,-41,2,-5,-35,-10,-55,-18,-7,-27

# Screening data: PubChem BioAssay, several laboratories
